Polio RdRp inh = poliovirus RNA polymerase inhibition | % elongation, % (compound at 16.7 µg/mL) | AID 588519 | poliovirus polymerase elongation, fluorescence polarization; stronger effect = lower value | hit rate 0.66% among 150,000; in the data active means % elongation below about 90%; further: some results filed as inactive read as strong as hits
Target sequence (P03300 1749-2209 limits assumed): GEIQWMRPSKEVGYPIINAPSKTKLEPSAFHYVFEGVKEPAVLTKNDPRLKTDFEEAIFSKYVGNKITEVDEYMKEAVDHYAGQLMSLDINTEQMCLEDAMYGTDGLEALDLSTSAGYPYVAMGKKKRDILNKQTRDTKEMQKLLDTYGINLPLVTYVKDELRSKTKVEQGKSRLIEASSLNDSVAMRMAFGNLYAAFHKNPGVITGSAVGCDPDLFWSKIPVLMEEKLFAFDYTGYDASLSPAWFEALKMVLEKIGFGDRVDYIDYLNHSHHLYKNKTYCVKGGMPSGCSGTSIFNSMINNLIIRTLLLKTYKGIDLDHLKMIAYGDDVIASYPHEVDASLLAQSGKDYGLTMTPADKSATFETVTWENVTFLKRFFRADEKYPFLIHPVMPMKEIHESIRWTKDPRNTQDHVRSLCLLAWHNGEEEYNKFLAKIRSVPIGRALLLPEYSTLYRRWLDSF
Polio RdRp inh FP z-score = further read-out of Polio RdRp inh, marked with its call; z-score; measured here: FP z-score; hits read low
Starred values were filed as active, the others as inactive.

The line under a structure holds: Polio RdRp inh	Polio RdRp inh FP z-score
- COC(=O)c1cccc(NC(=O)C=C(C)C)c1
 : 101	0.1
- CCc1cccc(C)c1Nc1nn2c(=O)c3ccccc3nc2s1
 : 97	-2.1
- Cc1sc(NC(=O)/C=C/c2cccs2)c(C#N)c1C
 : 102	0
- CCCn1ccc2c(OCC(=O)Nc3ccc(F)cc3F)cccc2c1=O
 : 109	0.7
- CCOC(=O)c1nnn2c1nc(SCc1ccc(F)cc1)c1ccccc12
 : 106	0.3
- CCCOc1ccc(-c2cc(C(F)(F)F)c(C#N)c(SCCC(=O)O)n2)cc1
 : 107	0.7
- COCCNC(=O)Cc1ccc(F)cc1
 : 101	0.2
- COC(=O)c1cc(NC(=O)CNc2cc(NC(C)=O)ccc2OC)cc(C(=O)OC)c1
 : 101	0
- CCN(CC)CCCNC(=O)c1ccc(-c2nc(CN3CCc4ccccc43)c(C)o2)cc1
 : 104	-0.5
- Cc1cccc(C(=O)OCC(=O)N2CCCC(C)C2)c1 (stereo not drawn)
 : 103	0
- COc1ccccc1N1CCN(C(=O)/C=C/c2c(C)nn(-c3ccccc3)c2C)CC1
 : 100	0
- CCOc1cccc(C(O)CNC)c1 (stereo not drawn)
 : 103	0.4
- CC1CCc2sc(-c3nnc(SCC4CCOCO4)o3)cc2C1 (stereo not drawn)
 : 100	-0.5
- CCN(CC)c1ccc(NC(=O)CN2CCN(S(=O)(=O)c3cc(Cl)ccc3OC)CC2)cc1
 : 104	0.2
- COc1ccc2c(c1)sc(=NC(=O)COCC(=O)N=c1sc3cc(OC)ccc3n1C)n2C
 : 102	0

One compound at a time, from the list above:
Listed for Cc1cccc(C(=O)OCC(=O)N2CCCC(C)C2)c1 (stereo not drawn) = Polio RdRp inh = 103; Polio RdRp inh FP z-score = 0
Listed for COC(=O)c1cc(NC(=O)CNc2cc(NC(C)=O)ccc2OC)cc(C(=O)OC)c1 = Polio RdRp inh = 101; Polio RdRp inh FP z-score = 0

The results go on.
The line under a structure holds: Polio RdRp inh	Polio RdRp inh FP z-score
- CCCN1N=C(C(C)(C)C)Cn2c1nc1c2c(=O)n(CCC)c(=O)n1C
 : 106	1.5
- CC(C)COc1ccc(OCC(C)C)c(N)c1
 : 105	0.2
- Cc1ccn(CCC(=O)NCCc2ccccc2)n1
 : 103	0.7
- O=C(c1cccs1)N(Cc1ccc(Br)cc1)c1ccc(F)cc1
 : 108	0.6
- CN1CCN(C(=O)c2cnn(-c3cccc(Cl)c3)c2C2CCN(C(=O)OC(C)(C)C)CC2)CC1
 : 104	-0.5
- CC(C)Cn1nccc1N
 : 108	0.5
- COc1cccc(NC(=O)Cn2c(=O)c3cccn3c3ccc(F)cc32)c1
 : 107	0.1
- CCOC(=O)CS(=O)(=O)c1nc2c(c(C(F)(F)F)n1)CCc1ccccc1-2
 : 100	-0.7
- O=C(COC(=O)/C=C/c1ccccc1Cl)Nc1cccnc1Cl
 : 102	0.1
- CCOC(=O)C1CCN(C(=O)c2ccc3c(c2)NC(=O)C(CS(=O)(=O)Cc2ccccc2Cl)N3)CC1 (stereo not drawn)
 : 106	1.3
- CC1CCc2c(sc(NC(=O)c3cc4nc(-c5ccc(Cl)cc5)cc(C(F)(F)F)n4n3)c2C#N)C1 (stereo not drawn)
 : 107	0.7
- CCOC(=O)C1CCN(C(=O)Cn2cc(C(=O)c3ccco3)c3ccccc32)CC1
 : 100	0
- COc1ccc(Cl)cc1S(=O)(=O)Nc1cccc(-c2ccc(N3CCCC3)nn2)c1
 : 107	0.2
- Cc1noc(C)c1COc1ccc(CC(=O)N(C)Cc2ccc3c(c2)OCO3)cc1
 : 102	-0.3
- N=C1N=C2C=CC=CN2C(=O)/C1=C\c1ccccc1
 : 102	0

The results go on.
The line under a structure holds: Polio RdRp inh	Polio RdRp inh FP z-score
- Cc1c(Cl)cccc1N=C1NN=C(c2c(N)n(C)c(=O)[nH]c2=O)CS1
 : 107	0.5
- O=C(NC1CCCCNC1=O)c1csc2ccccc12 (stereo not drawn)
 : 108	0.8
- CS(=O)(=O)NC1CCN(Cc2ccccc2)CC1
 : 104	0.1
- CNC(=O)c1cc(S(=O)(=O)Nc2ccc3c(c2)OCCO3)ccc1C
 : 102	-0.1
- Cc1ccc(-c2nc3n(n2)C(c2ccccc2C)C=C(c2ccc(Cl)cc2)N3)cc1 (stereo not drawn)
 : 107	0.3
- N#CCCN(C1CCCCC1)S(=O)(=O)c1ccc(Cl)cc1
 : 102	0.3
- CSCc1ccc2oc(C(=O)O)cc2c1
 : 102	0.1
- CN1CCN(CC(=O)Nc2ccccc2)CC1
 : 101	0.3
- Cc1ccc(C)c(N2CCN(Cc3csc(C)c3)CC2)c1
 : 105	-0.4
- c1ccc(Nc2nc(-c3ccccc3)nc3ccccc23)cc1
 : 102	-0.2
- CC(=O)Nc1ccc(Cl)c(Cl)c1
 : 105	0.1
- COc1ccc(OC)c(CNC(=O)c2cc(=O)[nH]c3ccc(S(=O)(=O)N4CCCCC4C)cc23)c1 (stereo not drawn)
 : 114	1
- CCc1cccc2c1=NC(=O)C=2c1c(C)[nH]n(-c2ccccc2)c1=O
 : 97	-0.7
- Cc1cc(NC(=O)CSc2nc3nccnc3c(=O)n2Cc2ccccc2)n[nH]1
 : 100	-0.6
- Cc1cc(C)n(-c2nc3ccccc3nc2Nc2cc(Cl)ccc2C)n1
 : 109	1

(further entries)
The line under a structure holds: Polio RdRp inh	Polio RdRp inh FP z-score
- O=c1c(Cc2cc(Cl)cc(Cl)c2O)c(O)nc2n1CCCS2
 : 103	0.3
- CC(=O)N1c2ccc(S(=O)(=O)N3CCCC3C(=O)NCc3ccc4c(c3)OCO4)cc2CC1C (stereo not drawn)
 : 106	2.1
- O=C1Nc2ccccc2/C1=C/c1cccnc1
 : 101	0.2
- Cc1ccc(C(=O)Cn2c3ccccc3n3ncnc23)cc1
 : 108	0.7
- CC1CNc2ccccc2NC1=O (stereo not drawn)
 : 100	-0.2
- CCc1ccc(NC(=O)CCc2ccc(C)o2)cc1
 : 110	0.9
- Cc1ccc(-n2nc(-c3ccc(F)cc3)c3cnc4cc5c(cc4c32)OCO5)cc1C
 : 107	-0.6
- Cc1cc(N2CCCC2)n2c(nc3ccccc32)c1C#N
 : 104	0.5
- COc1ccc(NC(=O)C2CCCCN2N)cc1OCC(C)C (stereo not drawn)
 : 99	-0.5
- CC(C)N(C(=O)CSc1cccc[n+]1[O-])c1ccccc1
 : 105	-0.2
- CCCn1nnnc1COC(=O)CSc1cc(C)c2ccccc2n1
 : 103	-0.1
- Nc1ccccc1SC1=CS(=O)(=O)c2ccccc21
 : 99	-0.9
- CCc1ccccc1Nc1cc(C(=O)NCc2ccco2)c2ccccc2n1
 : 100	0
- Cn1c(=O)oc2cc(S(=O)(=O)Nc3ccc(C(=O)O)cc3)ccc21
 : 108	0.5
- Cc1cccc(NC(=O)N2CCN(C(=O)c3nsc4ccccc34)CC2)c1C
 : 104	-0.7

Continuation:
The line under a structure holds: Polio RdRp inh	Polio RdRp inh FP z-score
- C=CCC1c2cccc(C(=O)O)c2C(=O)N1c1cccc(OC)c1 (stereo not drawn)
 : 103	0.5
- COc1cccc(NC(=O)CSc2nc3c(oc4ccccc43)c(=O)n2Cc2ccco2)c1
 : 104	0
- O=C(O)c1occc1-c1ccccc1
 : 105	0.3
- COc1ccc(CNC(=O)C(NS(=O)(=O)c2cccc3nsnc23)C(C)C)cc1 (stereo not drawn)
 : 100	0
- N#Cc1cc2cc3c(cc2nc1SCC(=O)N1CCN(c2ccc(F)cc2)CC1)OCCO3
 : 97	-0.9
- COc1ccc(C2=CC(=O)OC3(CCCCC3)O2)cc1
 : 104	0.6
- O=C(NC1CCC(NC(=O)c2ccccc2F)CC1)c1ccccc1 (stereo not drawn)
 : 104	0
- CCCCC(=O)C1C(=O)CC(c2ccccc2)CC1=O (stereo not drawn)
 : 98	-0.2
- COc1ccc(S(=O)(=O)N2CCN(CC(=O)Nc3ccc(OC)cc3OC)CC2)cc1
 : 102	0.5
- Cc1cccc(CSc2nncn2C)c1
 : 102	0.2
- Cc1cc(C)c2cccnc2c1O
 : 101	0.1
- O=C(O)C1CCC(CNCc2ccccc2Cl)CC1 (stereo not drawn)
 : 99	-0.4
- O=C(CSc1nc2ccsc2c(=O)n1Cc1ccccc1Cl)NCc1ccc(Cl)cc1
 : 113	0.9
- COc1ccc(S(=O)(=O)Nc2cncc(C(=O)Nc3ccc(C(F)(F)F)cc3)c2)cc1
 : 105	0.8
- C/C(=N\OC(=O)c1ccc(C(F)(F)F)cc1)c1cc[nH]c1
 : 101	-0.1

Remaining list, next part
The line under a structure holds: Polio RdRp inh	Polio RdRp inh FP z-score
- N#Cc1ccc(CSc2ncccn2)cc1
 : 100	-0.4
- Cc1ccccc1C(=O)Nc1ccc2nc(N3CCCCC3)cc(C)c2c1
 : 105	0.2
- O=C(OCC1CCCO1)c1ccc2c(c1)N(Cc1c(F)cccc1Cl)C(=O)c1ccccc1S2(=O)=O (stereo not drawn)
 : 102	-1.1
- Cc1ccc(C)c(OCc2nc3ccccc3n2C(C)C)c1
 : 102	-1
- Cn1c(=O)c(=O)n(C)c2cc(S(=O)(=O)N3CCN(c4ccccc4)CC3)ccc21
 : 104	0
- CCCCn1c(COc2ccccc2C#N)nc2cc(S(N)(=O)=O)ccc21
 : 103	0.1
- COC(=O)c1cc2sc(Cl)cc2n1CC(=O)Nc1ccc(C)cc1C
 : 101	-0.3
- Cc1nc2ccccc2n1-c1ccc(S(N)(=O)=O)cc1
 : 104	0.2
- COc1ccc(C(=O)NC2=Nc3ccccc3N=C(C)C2c2ccccc2)cc1 (stereo not drawn)
 : 103	0.4
- O=c1c2cc(-c3ccccc3)sc2ncn1-n1cccc1
 : 102	0.3
- CC1C(=N)N(c2nc(N(C)C)nc(N(C)C)n2)CC1=O (stereo not drawn)
 : 104	1
- CC(OC(=O)CCc1nc2ccccc2[nH]c1=O)C(=O)c1ccccc1 (stereo not drawn)
 : 101	-0.1
- COCCn1c(SCC(=O)N2CCOCC2)nc2c(c1=O)SC(C)C2 (stereo not drawn)
 : 102	0.2
- CCOC(=O)c1oc2ccc(OC)cc2c1CN1CCN(C)CC1
 : 102	0
- O=c1cc(CSc2nnnn2C2CC2)nc2sccn12
 : 103	0

An excerpt of these results, field by field:
> COc1ccc(C2=CC(=O)OC3(CCCCC3)O2)cc1
  Polio RdRp inh: 104
  Polio RdRp inh FP z-score: 0.6
> CC(C)N(C(=O)CSc1cccc[n+]1[O-])c1ccccc1
  Polio RdRp inh: 105
  Polio RdRp inh FP z-score: -0.2

(further entries)
The line under a structure holds: Polio RdRp inh	Polio RdRp inh FP z-score
- CC1=NN(c2ccccc2)C(=O)/C1=C/c1cc(C)n(C2CC2)c1C
 : 109	0.7
- Cc1ccc(Cn2c(=O)n(Cc3ccccc3)c(=O)c3ccccc32)cc1
 : 105	0.9
- CC(C)n1c(CNC(=O)c2ccccc2)nc2ccccc21
 : 102	0.3
- COc1ccc(Cn2c(CCC(=O)Nc3ccc(C)c(C)c3)nc3cccnc32)cc1
 : 103	0
- Cc1[nH]c2ccccc2c1C(C#N)(C#N)C1C(=O)c2ccccc2C1=O
 : 112	5.5
- CCOC(=O)C(Cc1c[nH]c2ccccc12)NC(=O)COc1ccc(Cl)cc1 (stereo not drawn)
 : 101	-0.6
- CCN(CC)C(=O)Cn1c(C)c(/C=C/C2=CCN(C)CC2)c2ccccc21
 : 109	2.5
- O=C1N=c2ccccc2=C1c1sc(Nc2cccc(C(F)(F)F)c2)nc1O
 : 102	0.2
- COc1ccc2c(CNCc3ccco3)c(C(=O)O)n(Cc3ccccc3)c2c1
 : 105	-0.4
- O=C(Cn1c(-c2cccs2)cc2cc(F)ccc21)NCCc1ccc(Cl)cc1
 : 104	-0.2
- Cc1ccc(C)c(N2CCN(C(=O)c3ccc(/C=C4\Oc5ccccc5NC4=O)cc3)CC2)c1
 : 102	0.1
- Cc1c(C(=O)O)cc(-c2ccccc2)n1CCSc1cc(C(F)(F)F)nc2ccccc12
 : 102	-0.6
- COc1cccc(N2CCN(C(=O)c3nc(-c4ccc(Cl)cc4)n4c3CCCCC4)CC2)c1
 : 113	1.5
- CCOC(=O)c1c(NC(=O)COc2ccc(F)cc2)sc2c1CCC(C)C2 (stereo not drawn)
 : 103	-0.3
- COc1ccccc1CNC(=O)C1CCCN(C(=O)N2CCOc3ccccc32)C1 (stereo not drawn)
 : 101	-0.4

Remaining list, next part
The line under a structure holds: Polio RdRp inh	Polio RdRp inh FP z-score
- Cc1ccc(C(c2c(O)[nH]c(=S)[nH]c2=O)N2CC(C)CC(C)C2)cc1 (stereo not drawn)
 : 97	-0.4
- COc1ccc(C)cc1NC(=O)c1c(C)cn(C)c1CC(=O)O
 : 102	-0.1
- CCOc1ccccc1C1CC(=O)NC(C)=C1C(=O)OCc1ccc(C)cc1 (stereo not drawn)
 : 103	-0.7
- COc1ccc(C(=O)N[C@H](C(=O)Nc2nc3ccccc3[nH]2)C(C)C)cc1
 : 101	0
- CCN=C(Nc1ccc2c(c1)OCO2)SC1CC(=O)N(c2ccc(C(=O)OC)cc2)C1=O (stereo not drawn)
 : 98	-0.5
- Nc1cccc(CCc2ccccn2)c1
 : 100	-0.5
- O=C(CC1(O)C(=O)N(Cc2ccccc2)c2ccccc21)c1ccc(Br)cc1 (stereo not drawn)
 : 102	0.1
- Cc1ccc(C)c(Nc2nn3c(=O)c4cc5c(cc4nc3s2)OCO5)c1
 : 104	-0.2
- CS(=O)(=O)c1cccc(-c2nnc(NC(=O)c3ccc4c(c3)OCCO4)o2)c1
 : 109	0.3
- O=C1CN(C(=O)COc2ccccc2)C(c2ccc(F)cc2)c2cc(Br)ccc2N1 (stereo not drawn)
 : 101	-0.5
- Fc1ccc([C@@H]2Nc3ccccc3[C@@H]3C=CC[C@@H]32)cc1
 : 108	-0.4
- N#Cc1nc2c(-c3nc4ccccc4s3)c(N)n(Cc3ccccc3)c2nc1C#N
 : 98	-0.9
- COc1ccc(-c2c3c(=O)n(C)c(=O)n(C)c3c3n2-c2ccccc2NC3c2ccc(O)cc2O)cc1 (stereo not drawn)
 : 107	0.1
- COc1c(F)c(F)c(C(=O)O)c(Nc2cccc(C)c2)c1F
 : 100	0.1
- COc1ccccc1NCC(O)Cn1ccc2ccccc21 (stereo not drawn)
 : 102	-0.1
- Cc1ccc(Cl)cc1NC(=O)CSc1nc2c(c(=O)[nH]1)CN(Cc1ccccc1)CC2
 : 112	0.3

Bioassay records: PubChem, ICCB-Longwood Screening Facility, Harvard Medical School

The list is partial; count on the stated rates, not on these rows.
